Screening results from PubChem BioAssay.
CHO-K1 Ca antag – counter-screen for M1 antagonists: effect in parental CHO-K1 cells; inhibition, % at 3 µM; 360,000 compounds, 0.6% hits; ATP-induced calcium, Fluo-8 fluorescence; AID 602250;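 active = inhibition above a per-plate cutoff, the plate's mean sample inhibition plus 3 SD, cut at about 24% in these data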;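 note: 0% = DMSO plus EC80 ATP and 100% = DMSO alone without ATP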
TAAR1 agonist – agonists of human TAAR1. 360,000 compounds, 0.99% hits. AID 624467. CHO RD-HGA16 TAAR1, Fluo-8 calcium fluorescence; vehicle wells 0%, saturating PEA agonist 100%. activation, % at 3 µM;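 active = activation above the mean activation of all test compounds in the run plus 3 SD, cut at about 38% in these data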
Target sequence (Q96RJ0 whole entry, looked up): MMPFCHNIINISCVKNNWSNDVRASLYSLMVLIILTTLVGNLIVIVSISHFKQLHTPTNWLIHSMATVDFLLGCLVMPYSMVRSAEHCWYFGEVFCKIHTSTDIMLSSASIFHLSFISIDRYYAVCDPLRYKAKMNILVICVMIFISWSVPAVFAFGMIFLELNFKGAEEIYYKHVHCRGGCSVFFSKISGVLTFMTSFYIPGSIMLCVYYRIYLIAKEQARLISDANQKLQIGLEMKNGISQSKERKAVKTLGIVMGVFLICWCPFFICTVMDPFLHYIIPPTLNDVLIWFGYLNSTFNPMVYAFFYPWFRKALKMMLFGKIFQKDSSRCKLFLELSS
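Test system: RD-HGA16 (CHO) cells co-expressing Gα16 and hTAAR1; dosing: one-point dosing at 3 µM (nominal); timing: 17-24 h seeding, 75 min 37 °C dye, 30 min RT; signal: kinetic Fluo-8 calcium fluorescence; read-out basis: % activation relative to PEA EC100 response; controls: DMSO and PEA EC100; replicates: n 1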
CHO parental Ca – counter-screen for OX1R antagonists: effect in parental CHO cells | parental CHO-K1, ATP-induced calcium, Fluo-8 fluorescence | inhibition, % at 5.6 µM | AID 463079 | 330,000 compounds, 0.63% hits;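 active = inhibition above that plate's mean sample inhibition plus 3 SD, cut at about 26% in these data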;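 note: 0% = ATP-challenged DMSO wells and 100% = DMSO wells without ATP; some compounds past the cut are filed as inactive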
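material = parental CHO cells | also added = ATP as calcium-mobilizing challenge | dosing = single point at 5.6 µM | detection = intracellular calcium via Fluo-8 no-wash fluorescent dye | read-out = % inhibition | benchmarks = low control ATP plus DMSO, high control DMSO only | repeats = one well per compound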
CHRM1 agonist – agonists of human M1 muscarinic receptor | P11229 | CHO-K1 hM1, Fluo-8 calcium fluorescence, agonist mode; 0% DMSO, 100% acetylcholine EC100 | activation, % at 3 µM | 360,000 compounds, 0.33% hits;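 active = activation above the run's mean compound activation plus 3 SD, cut at about 16% in these data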;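 note: peak over basal fluorescence ratio within a 140 s kinetic read after compound addition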
M1 ag parental – M1 agonist counterscreen hit in parental CHO-K1 cells | Fluo-8 calcium fluorescence; scaled to maximal ATP response, vehicle zero | 360,000 compounds, 0.48% hits | activation, % at 3 µM; in the data active = activation above about 15%;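 note: untransfected CHO-K1 host cells lacking M1 receptor as counterscreen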
TAAR1 antagonist – human TAAR1 antagonism | CHO RD-HGA16 TAAR1, Fluo-8 calcium fluorescence, antagonist | AID 624466 | inhibition, % at 3 µM | 360,000 compounds, 1.5% hits;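 active = inhibition above a per-plate cutoff, the mean inhibition of test compounds on that plate plus 3 SD, cut at about 49% in these data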;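 note: 0% = DMSO plus EC80 beta-PEA response and 100% = DMSO alone without agonist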
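test system = CHO RD-HGA16 cells bearing hTAAR1 | replication = singlicate | controls = DMSO-only wells and EC80 β-PEA-stimulated wells | reagent = EC80 β-phenethylamine stimulus | read-out basis = percent inhibition of PEA-evoked calcium signal, max/basal emission ratio | schedule = seeding 17-24 h prior, 75-min 37 °C, 30-min RT dye loading | signal = kinetic Fluo-8 calcium fluorescence measurement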
M1 antag – antagonists of human M1 muscarinic receptor; CHO-K1 hM1, Fluo-8 calcium fluorescence, ACh EC80 antagonist; P11229; inhibition, % at 3 µM; 360,000 compounds, 1.3% hits;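 active = percent inhibition above its own plate's cutoff, namely the mean of that plate's compound wells plus 3 SD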;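 note: peak over basal fluorescence ratio during 140 s after agonist addition; 0% = ACh EC80 plus DMSO and 100% = DMSO alone without agonist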
OXTR potentiator – potentiators of human oxytocin receptor; P30559; CHO-OTR cells, Fluo-8 calcium fluorescence, potentiator mode; 0% = oxytocin EC15, 100% = EC100; activation, % at 3 µM; 320,000 compounds, 0.061% hits; AID 2445;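 active = activation above that plate's cutoff, the mean activation of tested compounds plus 3 SD, cut at about 6.6% in these data, passing the limit was not always enough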;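 note: 100% uses oxytocin at 75 nM as the full agonist control; some results filed as inactive read as strong as hits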
Target sequence (P30559 whole entry, looked up): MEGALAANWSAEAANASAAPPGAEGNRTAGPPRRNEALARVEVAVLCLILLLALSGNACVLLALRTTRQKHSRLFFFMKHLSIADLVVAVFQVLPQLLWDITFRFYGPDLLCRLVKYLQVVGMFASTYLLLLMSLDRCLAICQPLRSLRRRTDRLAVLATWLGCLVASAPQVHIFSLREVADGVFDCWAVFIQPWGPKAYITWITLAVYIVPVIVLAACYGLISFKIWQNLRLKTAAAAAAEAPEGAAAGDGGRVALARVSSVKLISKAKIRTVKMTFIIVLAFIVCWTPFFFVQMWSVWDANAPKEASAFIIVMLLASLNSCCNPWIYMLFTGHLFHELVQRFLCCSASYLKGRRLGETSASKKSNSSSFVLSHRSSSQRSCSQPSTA
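Assay system: CHO cell line stably expressing human OTR. Reagent: EC15 oxytocin agonist. Dosing: single dose, 3.0 µM nominal final compound concentration. Timing: compound 6 min at room temperature before oxytocin, 100 s read. Signal: kinetic Fluo-8 calcium fluorescence. Controls: oxytocin EC15 low and EC100 high.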
M1 PAM parental – M1 PAM counterscreen hit in parental CHO-K1 cells; 360,000 compounds, 0.02% hits; activation, % at 3 µM; AID 602247; ATP EC20, Fluo-8 calcium fluorescence; 0% at ATP EC20, 100% at ATP max;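 active = activation above the run cutoff, the mean activation of all test compounds plus 3 SD, cut at about 40% in these data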;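 note: peak over basal fluorescence ratio in a 140 s read after ATP addition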
Numbers without * were called inactive.

`Cc1ccc2cc(CN(CC(C)C)C(=O)C3CCCO3)c(=O)[nH]c2c1` (stereo not drawn) gave CHO-K1 Ca antag 9, TAAR1 agonist 7, CHO parental Ca -18, CHRM1 agonist -5, M1 ag parental -0.1, TAAR1 antagonist 20, M1 antag -4, OXTR potentiator -5 and M1 PAM parental -5.
`CSc1cccc(N2C(=O)C3CCCN3C2=S)c1` (stereo not drawn) gave CHO-K1 Ca antag -4, TAAR1 agonist 0, CHO parental Ca -19, CHRM1 agonist -4, M1 ag parental 2.6, TAAR1 antagonist -5, M1 antag -8, OXTR potentiator 0 and M1 PAM parental 4.
Screening Nc1c(-c2ccccc2)nc(Cl)nc1-c1ccccc1 returned CHO-K1 Ca antag -6, TAAR1 agonist -2, CHO parental Ca -8, CHRM1 agonist 0, M1 ag parental 0.3, TAAR1 antagonist -1, M1 antag 7, OXTR potentiator -6 and M1 PAM parental -3.
For COc1ccccc1N1CCN(C(=O)c2ccc3c(c2)CCN3S(C)(=O)=O)CC1 the results were CHO-K1 Ca antag -21, TAAR1 agonist 0, CHO parental Ca -6, CHRM1 agonist -3, M1 ag parental 1.5, TAAR1 antagonist -8, M1 antag -10, OXTR potentiator -11 and M1 PAM parental 14.
`O=C(O)C1C2C=CC3(O2)C1C(=O)N1c2ccccc2C2OCCC2C13` (stereo not drawn) gave CHO-K1 Ca antag 5, TAAR1 agonist 1, CHO parental Ca 0, CHRM1 agonist -1, M1 ag parental -0.2, TAAR1 antagonist 7, M1 antag 2, OXTR potentiator 1 and M1 PAM parental -9.
O=C(N/N=C/c1cccs1)c1cccnc1 was read as CHO-K1 Ca antag -3, TAAR1 agonist 0, CHO parental Ca 1, CHRM1 agonist -4, M1 ag parental 1.0, TAAR1 antagonist -1, M1 antag -7, OXTR potentiator -4 and M1 PAM parental 15.
`O=C(CSc1nc(-c2ccco2)cc(C(F)(F)F)n1)Nc1ccc(C(=O)N2CCCCC2)cc1` gave CHO-K1 Ca antag 1, TAAR1 agonist 0, CHO parental Ca -9, CHRM1 agonist -2, M1 ag parental 0.1, TAAR1 antagonist 11, M1 antag 12, OXTR potentiator -6 and M1 PAM parental -9.
For Cc1noc(C)c1COc1ccc(C(=O)OCC(=O)NCc2ccccc2Cl)cc1 the results were CHO-K1 Ca antag -7, TAAR1 agonist 2, CHO parental Ca -11, CHRM1 agonist -6, M1 ag parental 3.6, TAAR1 antagonist 4, M1 antag -2, OXTR potentiator -4 and M1 PAM parental 21.
`CC(=O)Nc1ccc(NC(=O)C2CCCN(S(=O)(=O)c3ccc(-n4cnnn4)cc3)C2)cc1` (stereo not drawn) gave CHO-K1 Ca antag -18, TAAR1 agonist 2, CHO parental Ca 6, CHRM1 agonist -5, M1 ag parental 0.9, TAAR1 antagonist -27, M1 antag 1, OXTR potentiator 2 and M1 PAM parental 17.
`Cc1ccc(CNC(=S)Nc2cc(C)ccc2OC(F)F)cc1` gave CHO-K1 Ca antag 8, TAAR1 agonist 9, CHO parental Ca -20, CHRM1 agonist -6, M1 ag parental 0.2, TAAR1 antagonist 10, M1 antag -2, OXTR potentiator 1 and M1 PAM parental -12.
Screening O=C(CN1C(=O)NC2(CCCC2)C1=O)N1CCN(S(=O)(=O)c2ccccc2Br)CC1 returned CHO-K1 Ca antag -6, TAAR1 agonist 1, CHO parental Ca -5, CHRM1 agonist -3, M1 ag parental 0.6, TAAR1 antagonist -23, M1 antag 2, OXTR potentiator -7 and M1 PAM parental -1.
CCOC(=O)/C(C#N)=C/Nc1cc(F)ccc1C was read as CHO-K1 Ca antag -7, TAAR1 agonist 0, CHO parental Ca -20, CHRM1 agonist -2, M1 ag parental -0.3, TAAR1 antagonist -18, M1 antag 3, OXTR potentiator -4 and M1 PAM parental -8.
`CCn1nc(C(=O)Nc2nc(-c3ccccn3)cs2)c2ccccc2c1=O` gave CHO-K1 Ca antag 3, TAAR1 agonist 10, CHO parental Ca -20, CHRM1 agonist 0, M1 ag parental 1.8, TAAR1 antagonist 47, M1 antag 11, OXTR potentiator -3 and M1 PAM parental -10.
`Cc1ccc(-c2ccc(/C=N\n3cnnc3)o2)c(Br)c1` gave CHO-K1 Ca antag -39, TAAR1 agonist 11, CHO parental Ca -17, CHRM1 agonist -9, M1 ag parental 0.3, TAAR1 antagonist -11, M1 antag -10, OXTR potentiator 0 and M1 PAM parental 35.
Screening CCOC(=O)N1CCN(Cc2nc(Cc3cccc(C(F)(F)F)c3)no2)CC1 returned CHO-K1 Ca antag -18, TAAR1 agonist 2, CHO parental Ca -23, CHRM1 agonist 1, M1 ag parental 0.9, TAAR1 antagonist 0, M1 antag 0, OXTR potentiator -8 and M1 PAM parental 14.
O=C(NC1CCCc2c1cnn2-c1ccccc1F)c1ccncc1 (stereo not drawn) was read as CHO-K1 Ca antag 5, TAAR1 agonist 3, CHRM1 agonist 4, M1 ag parental 7.7, TAAR1 antagonist 5, M1 antag 8 and M1 PAM parental -6.
`CCOc1ccc(C(=O)Nc2ccc(S(=O)(=O)N3C[C@@H]4C[C@@H](C3)c3cccc(=O)n3C4)cc2)cc1` gave CHO-K1 Ca antag -1, TAAR1 agonist 1, CHO parental Ca -9, CHRM1 agonist -12, M1 ag parental 0.3, TAAR1 antagonist 12, M1 antag 3, OXTR potentiator -2 and M1 PAM parental -4.
For Cn1c(N)c(C(=O)COC(=O)CCC2CCCCC2)c(=O)n(C)c1=O the results were CHO-K1 Ca antag 6, TAAR1 agonist 13, CHO parental Ca 3, CHRM1 agonist -10, M1 ag parental 3.6, TAAR1 antagonist -15, M1 antag 4, OXTR potentiator -26 and M1 PAM parental -9.
For CC(C)N1CCc2c(sc(NC(=S)NC(=O)c3ccccc3)c2C#N)C1 the results were CHO-K1 Ca antag -5, TAAR1 agonist 8, CHO parental Ca -9, CHRM1 agonist -8, M1 ag parental 3.0, TAAR1 antagonist -3, M1 antag -12, OXTR potentiator -11 and M1 PAM parental 17.
O=C(NCCN1C(=O)S/C(=C/c2cccnc2)C1=O)c1cccs1 was read as CHO-K1 Ca antag -12, TAAR1 agonist 1, CHO parental Ca -17, CHRM1 agonist -3, M1 ag parental 1.5, TAAR1 antagonist 3, M1 antag -10, OXTR potentiator -3 and M1 PAM parental 2.
`O=C(Cn1ccc(=O)[nH]c1=O)NCCO` gave CHO-K1 Ca antag 2, TAAR1 agonist 0, CHO parental Ca 0, CHRM1 agonist -3, M1 ag parental -0.2, TAAR1 antagonist -7, M1 antag -3, OXTR potentiator -8 and M1 PAM parental -5.
`N#Cc1ccccc1OCC(=O)N1CC(=O)Nc2ccccc21` gave CHO-K1 Ca antag 2, TAAR1 agonist 1, CHRM1 agonist -1, M1 ag parental 0.1, TAAR1 antagonist 1, M1 antag -19 and M1 PAM parental 7.
`Cc1ccc(-c2cc(C(F)F)n3ncc(C(=O)N4CCN(c5ccccn5)CC4)c3n2)cc1` gave CHO-K1 Ca antag -16, TAAR1 agonist -2, CHO parental Ca -14, CHRM1 agonist -9, M1 ag parental -0.1, TAAR1 antagonist 17, M1 antag -6, OXTR potentiator -8 and M1 PAM parental 20.
For CCc1c(O)cc(=O)n(-c2ccccc2)c1-c1ccccc1 the results were CHO-K1 Ca antag -8, TAAR1 agonist -1, CHO parental Ca -14, CHRM1 agonist -6, M1 ag parental 1.0, TAAR1 antagonist 7, M1 antag -8, OXTR potentiator -6 and M1 PAM parental 21.
`CN(C)c1ccc(N=Cc2cccn2C)cc1` gave CHO-K1 Ca antag -18, TAAR1 agonist 0, CHO parental Ca -10, CHRM1 agonist -3, M1 ag parental 0.3, TAAR1 antagonist -8, M1 antag -2, OXTR potentiator 1 and M1 PAM parental 15.
`O=C(O)CCCC(=O)NCc1ccccn1` gave CHO-K1 Ca antag -8, TAAR1 agonist 2, CHO parental Ca 10, CHRM1 agonist -3, M1 ag parental 0.3, TAAR1 antagonist 8, M1 antag -10, OXTR potentiator -9 and M1 PAM parental 4.
CCN=C1SC(CC(N)=O)C(=O)N1CC (stereo not drawn) was read as CHO-K1 Ca antag 4, TAAR1 agonist 2, CHO parental Ca -3, CHRM1 agonist -4, M1 ag parental 0.7, TAAR1 antagonist 4, M1 antag -6, OXTR potentiator 1 and M1 PAM parental 11.
Screening CSc1ccc(CN(C)C(=O)CSCC(=O)Nc2cc(C)on2)cc1 returned CHO-K1 Ca antag -4, TAAR1 agonist 0, CHO parental Ca -13, CHRM1 agonist -1, M1 ag parental 0.7, TAAR1 antagonist 8, M1 antag 12, OXTR potentiator -2 and M1 PAM parental -17.
Screening CCOC(=O)CCc1c(C)c2ccc(OCc3cc([N+](=O)[O-])ccc3OC)cc2oc1=O returned CHO-K1 Ca antag -7, TAAR1 agonist -1, CHO parental Ca -14, CHRM1 agonist -1, M1 ag parental -0.1, TAAR1 antagonist 10, M1 antag -1, OXTR potentiator -11 and M1 PAM parental -2.
Screening N#CC1=C(N)OC2=C(C(=O)CCC2)C1c1ccncc1 (stereo not drawn) returned CHO-K1 Ca antag 0, TAAR1 agonist 6, CHO parental Ca -5, CHRM1 agonist -3, M1 ag parental -0.1, TAAR1 antagonist 4, M1 antag -12, OXTR potentiator -6 and M1 PAM parental 5.
O=C(CNc1cc(S(=O)(=O)N2CCOCC2)ccc1NCC1CCCO1)Nc1ccc(C(F)(F)F)cc1 (stereo not drawn) was read as CHO-K1 Ca antag -3, TAAR1 agonist 0, CHO parental Ca -10, CHRM1 agonist 0, M1 ag parental 0.3, TAAR1 antagonist -41, M1 antag -16, OXTR potentiator -3 and M1 PAM parental 11.
`COc1ccc(/C=N/Nc2nncc3ccccc23)c(OC)c1` gave CHO-K1 Ca antag -12, TAAR1 agonist 1, CHO parental Ca -5, CHRM1 agonist -5, M1 ag parental 0.5, TAAR1 antagonist -23, M1 antag -3, OXTR potentiator -3 and M1 PAM parental 20.
`Cc1ccccc1CNc1ccc(C(CC(N)=O)NC(=O)c2ccc(Br)cc2)cc1[N+](=O)[O-]` (stereo not drawn) gave CHO-K1 Ca antag -6, TAAR1 agonist 8, CHO parental Ca -7, CHRM1 agonist -3, M1 ag parental 0.3, TAAR1 antagonist 18, M1 antag 8, OXTR potentiator -8 and M1 PAM parental -1.
